G9a block: G9a (human) methyltransferase inhibition; 350,000 tested, 8.8% active; G9a H3K9 monomethylation, AlphaScreen, 2 h; Potency, µM (series often up to 102 µM), inactives show at the top dose activity, negative = inhibition, actives largely listed as inhibitors; also: potency is read from the fitted curve at half-maximal effect; % is scaled to controls: 0 for no effect and ±100 for the full control effect; nearly all actives have a fitted effect of over 75% in size
Target sequence (Q96KQ7 913-1193 limits assumed): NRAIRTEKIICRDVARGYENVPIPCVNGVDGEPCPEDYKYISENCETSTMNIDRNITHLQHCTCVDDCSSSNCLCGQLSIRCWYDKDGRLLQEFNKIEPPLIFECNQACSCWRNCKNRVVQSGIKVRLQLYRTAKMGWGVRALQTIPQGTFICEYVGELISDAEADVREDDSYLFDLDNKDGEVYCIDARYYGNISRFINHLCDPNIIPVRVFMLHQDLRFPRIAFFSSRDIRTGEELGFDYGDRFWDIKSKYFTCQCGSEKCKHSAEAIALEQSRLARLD
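Readings reflect AlphaScreen signal from monomethyl-H3K9 antibody detection. HMT at 20 nM; substrate b-H3K9 500 nM; cofactor SAM 20 uM; 2 h RT reaction; compounds tested as titrations in qHTS with 15 min preincubation.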
HP1b binding inh: blocks HP1-beta chromodomain binding to methylated histone tails. 390,000 tested, 0.56% active. P83916. AlphaScreen HP1-beta / biotin-H3K9me3 peptide binding. Potency, µM (doses to about 114 µM), without a hit: at the highest dose activity change, negative = inhibition, actives largely listed as inhibitors; also: potency is read from the fitted curve at half-maximal effect; nearly all actives have a fitted effect of over 70% in size; inactives centre near 23
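Compound inhibition of the preformed complex between 50 nM HP1-beta and 50 nM biotinylated H3K9me3 peptide was read by AlphaScreen. Buffer was PBS pH 7.4 with 0.01% Tween-20. Incubations ran 30 min at room temperature, with 10 ug/mL donor/acceptor beads.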
GLS inhibitor: glutaminase GLS (human) inhibition. AID 624170. GLS enzymatic activity, qHTS titration. 410,000 tested, 0.21% active. Potency, µM (doses to about 45.5 µM), inactives show at the highest dose activity change, negative = inhibition, hits mostly inhibitors; also: potency is read from the fitted curve at half-maximal effect; % is scaled to controls: 0 for no effect and ±100 for the full control effect
Target sequence (O94925 whole entry, looked up): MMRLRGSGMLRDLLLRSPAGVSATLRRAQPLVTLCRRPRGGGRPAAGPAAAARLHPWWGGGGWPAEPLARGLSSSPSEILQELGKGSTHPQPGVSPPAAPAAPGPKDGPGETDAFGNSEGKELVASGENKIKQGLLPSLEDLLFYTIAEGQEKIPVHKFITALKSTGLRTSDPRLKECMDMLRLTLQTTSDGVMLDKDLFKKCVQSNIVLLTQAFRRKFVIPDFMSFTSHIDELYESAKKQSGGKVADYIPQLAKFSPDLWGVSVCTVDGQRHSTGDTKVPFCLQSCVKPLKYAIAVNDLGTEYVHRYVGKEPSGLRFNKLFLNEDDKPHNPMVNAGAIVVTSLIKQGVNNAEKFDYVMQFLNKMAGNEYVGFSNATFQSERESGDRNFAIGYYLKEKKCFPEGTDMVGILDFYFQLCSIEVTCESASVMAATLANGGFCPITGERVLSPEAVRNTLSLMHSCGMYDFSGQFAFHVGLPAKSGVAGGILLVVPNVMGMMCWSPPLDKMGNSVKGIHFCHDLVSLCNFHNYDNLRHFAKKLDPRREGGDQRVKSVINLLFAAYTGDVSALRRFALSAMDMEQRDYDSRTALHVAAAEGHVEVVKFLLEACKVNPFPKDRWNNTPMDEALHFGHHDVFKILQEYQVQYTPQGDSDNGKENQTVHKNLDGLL
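Enzyme dispensed in phosphate buffer (45 mM, pH 8.2, 0.02% Tween-20), compounds pinned in, then 1 mM L-glutamine solution and the glutamate oxidase–HRP–Amplex Red mix added; fluorescence read immediately and again after 30 min at room temperature.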
BAZ2B inh: blocks human BAZ2B. 360,000 tested, 4.4% active. Q9UIF8. AlphaScreen BAZ2B-H3K14Ac peptide displacement. Potency, µM (titrated, usually from 114 µM), for inactives: at the highest dose activity change, negative = inhibition, hits mostly inhibitors; also: potency is read from the fitted curve at half-maximal effect; % is scaled to controls: 0 for no effect and ±100 for the full control effect; nearly all actives have a fitted effect of over 60% in size
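AlphaScreen displacement: compounds (up to 110uM) incubated 30 min at room temperature with a preformed 50 nM BAZ2B/50 nM biotinylated H3K14Ac peptide complex in PBS pH 7.4 with Tween-20. Donor and acceptor beads at 10 ug/mL final added, 20 min light-protected before reading.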
JMJD2A Tudor: blocks the human JMJD2A Tudor domain; O75164; 390,000 tested, 4.4% active; AlphaScreen JMJD2A-Tudor / H3K4me3 peptide binding; Potency, µM (highest dose often 114 µM), inactives show at the highest dose activity change, negative = inhibition, usual class: inhibitors; AID 504339; also: potency is read from the fitted curve at half-maximal effect; % is scaled to controls: 0 for no effect and ±100 for the full control effect; nearly all actives have a fitted effect of over 50% in size
ERG-DNA inh: inhibitors of human ERG Ets domain-DNA interaction. P11308. fluorescence polarization, His-ERG Ets domain / labelled DNA. Potency, µM (series often up to 76.9 µM), inactives show at the highest dose FP activity, negative = inhibition, hits mostly inhibitors. 370,000 tested, 0.028% active. AID 624246; active = well fitted inhibition curve with a large enough effect in the polarisation, with a control signal flat; inconclusive = small, poorly fitted or top-dose-only effect, or effect the other way, or a change in a side signal; inactive = no such curve, though single readings can be large or run the other way; the % refers to the polarisation;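 also: polarization taken with two DNA probes labelled with fluorescein and Texas red; potency is read from the fitted curve at half-maximal effect; % of control where 0% means no effect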
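His-tagged ERG Ets domain (1 uM in the protein solution; 300mM KCl, 50mM Tris-HCl, 1mM EDTA, 1mM DTT, pH 7.5) received compound, then a probe mix of 5 nM fluorescein-DNA and 100nM Texas-615-DNA. Fluorescence polarization was read for both dyes.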
PGK inhibitor: T. brucei PGK inhibition; Potency, µM (doses to about 57.5 µM), inactives show at the highest dose activity change, negative = inhibition, actives largely listed as inhibitors; AID 602233; P07378; 380,000 tested, 0.043% active; PGK/GAPDH coupled, Kinase-Glo luminescence, 60 min; also: potency is read from the fitted curve at half-maximal effect; % is scaled to controls: 0 for no effect and ±100 for the full control effect; nearly all actives have a fitted effect of over 60% in size
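Recombinant glycosomal PGK reaction used 1,3-bisphosphoglycerate generated in-well by GAPDH (100nM final) in 100mM TEA pH 7.6, 5mM MgCl2, 0.01% Tween-20. After 60 minutes at room temperature, ATP was read by Kinase-Glo Plus luminescence end-point.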
PI4K2A block: inhibitors of human PI4K2A; activity change, negative = inhibition, % at 76.9 µM; 420,000 tested, 0.13% active; purified PI4K2A, ADP-Glo luminescence, 1 h; stronger effect = lower value; Q9BTU6; in the data active = activity change below about -50%; inconclusive = mostly about -30% to -49%;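 also: -100% = wells without enzyme as full effect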
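In this quantitative HTS, ADP production by PI4K2A was quantified luminescently after 1 h at ambient temperature; 100 microM adenosine served as plate-quality control.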
Pin1 inh: human Pin1 inhibition; 390,000 tested, 0.009% active; Pin1 FP peptide displacement, HiFluor488, 10 min; Potency, µM (titrated, usually from 115 µM), for the others: at the highest dose activity, negative = inhibition, usual class: inhibitors; active = well fitted inhibition curve with a large enough effect in the polarisation, with a control signal flat, not every such curve was filed as active; inconclusive = small, poorly fitted or top-dose-only effect, or effect the other way, or a change in a side signal; inactive = no such curve, though single readings can be large or run the other way; the % refers to the polarisation; also: potency is read from the fitted curve at half-maximal effect; % is scaled to controls: 0 for no effect and ±100 for the full control effect
* marks the source's active call; other numbers are inactive results; i = inactive; ? = inconclusive; · = not tested or not shown; & = joins results of further samples; [ ] = dose if it differs, or a comment. Unless noted, calls follow the shape of the dose curve; as a rule, active = well fitted curve in the direction sought with a large enough effect; inconclusive = small, poorly fitted or top-dose-only effect, or another doubt; inactive = no such curve, though single readings can be large; an effect the other way counts as inactive or inconclusive.

SMILES	G9a block	HP1b binding inh	GLS inhibitor	BAZ2B inh	JMJD2A Tudor	ERG-DNA inh	PGK inhibitor	PI4K2A block	Pin1 inh
CCC(=O)N1c2ccc(S(=O)(=O)N3CCCCCC3)cc2CC1C (stereo unspecified)	5%[59 µM]	20%	1%	·	-11%	-3%	-2%	-6	-2%
O=c1[nH]c(C2CCN(S(=O)(=O)c3ccccc3)CC2)nc2c1nnn2Cc1ccccc1	?	1%	-22%	-9%	50µM*	1%	-11%	1	3%
C=CCn1c(=O)c2c(nc3n2CC(C)CN3c2cccc(OC)c2)n(C)c1=O (stereo unspecified)	3%	26%	-1%	1%	-13%	5%	7%	1	5%
COc1ccc(CNC(=O)CC2C[C@H](C(=O)N3CCOCC3)[C@@]3(C)c4[nH]c5ccccc5c4CCN3C2=O)cc1OC (stereo partly specified)	·	29%	4%	·	-25%	8%	-2%	3	0%
CC(NC(=O)COc1ccc(/C=N/NC(=O)C(=O)Nc2ccccc2Br)cc1)c1ccccc1 (stereo unspecified)	39%[12.7 µM]	18%	-4%	?	-4%	-3%	-8%	-4	18%
O=C(NCCS(=O)(=O)c1ccc(Br)cc1)c1ccc(Cl)cc1Cl	·	31%	2%	2%	-8%	-18%	9%	4	-2%
O=C(CSc1nc2cc3ccccc3cc2[nH]1)Nc1ccc(F)cc1	-41%&4%[59 µM]	6%&12%	-5%&6%	-1%&0%	-18%&-17%	3%&4%	-3%&-6%	2&1	9%&12%
CCOC(=O)CNC(=O)C(NC(=O)C1CCC(C)CC1)C(C)CC (stereo unspecified)	20%[59 µM]	?	3%	9%	-17%[57.1 µM]	-9%	-1%	2	-3%
COc1ccc(NC(=O)c2cc(-c3ccccc3)oc2C)cc1	?	42%[activator]	4%	0%	9%[57.1 µM]	-3%	15%	3	1%
CCCCOc1ccccc1C1NC(=O)NC(C)=C1C(=O)OCCOC (stereo unspecified)	·	19%	-6%	·	-10%	·	-9%	2	-8%
O=C(C1CCN(S(=O)(=O)c2ccccc2)CC1)N1CCC1	8%[59 µM]	33%	-1%	9%	1%	1%	i	2	0%
Cc1nn(C)c(C(=O)NNC(=S)NCc2ccccc2)c1Cl	-17%	39%	25%	-21%	-22%	-9%	-2%	1	-4%
COCCNC(=O)Cn1ccc2cc(S(=O)(=O)N3CCCCCC3)ccc21	9%	23%[57 µM]	-1%&1%	-1%&-8%	-26%&-11%	4%&-4%	-1%	-16&-3	-5%&1%
CCOc1ccc2nc(N3CCC(C(=O)NC4CCCCC4)CC3)sc2c1	8%	40%[activator]	9%	-1%	1%	16%	-2%	-2	-4%
COc1ccc(-n2cc(C(=O)c3cc(Cl)ccc3O)cc(C#N)c2=O)cc1	4%[59 µM]	18%	2%	-36%	-18%	0%	i	0	40%[activator]
COc1ccc(N(CC(=O)N2CCCCCC2)S(=O)(=O)c2ccc(OC)c(OC)c2)cc1	20%	25%	0%	-1%	-14%	0%	7%	0	-1%
COc1ccc(-c2nc(C)c(C(C)=O)n2O)cc1	-5%[12.7 µM]	9%	41%[activator]	-12%	?	5%	i	3	-1%
O=S(=O)(c1ccccc1Cl)N1CCCC1c1nc(-c2ccc(Cl)cc2)no1 (stereo unspecified)	40%[59 µM]	65%[activator]	5%	17%	10%	0%	9%	-4	49%[activator]
CC(O)(c1ccccc1)C(c1ccccc1)C1CCCCN1 (stereo unspecified)	26%	44%[activator]	2%	-13%	-20%	-1%	4%	-2	-10%
CC1CCC2(CC1)NC(=S)N(c1ccccc1)N2 (stereo unspecified)	6.3µM*	49%[activator]	?	79µM*	-17%	-5%	-10%	-9	-4%
CCCc1cc(C(=O)Nc2cccc3ccccc23)n(C)n1	25%	21%	0%	9%	14%	-7%	-6%	3	-4%
CC(NC(=O)c1ccc2c(c1)CCN2S(=O)(=O)c1ccccc1)c1ccccc1 (stereo unspecified)	2%[59 µM]	28%	10%	5%	-3%	0%	0%	2	10%
O=C(c1ccccc1)N(Cc1ccccc1)Cc1ccccc1	-4%[0.501 µM]	70%[activator]	0%	15%	27%	2%	-5%	-4	-6%
C=CCN(CC(=O)NCc1ccc(F)cc1)C(=O)c1csnn1	-7%[59 µM]	14%	1%	-2%	-7%	-4%	-8%	-6	0%
Cc1ccc2c(c1)C1CN(C)CCC1N2C(=O)c1cccc(S(=O)(=O)N2CC(C)CC(C)C2)c1 (stereo unspecified)	?	-4%	6%	·	?	-1%	i	-2	-4%
O=C(CCC(=O)N(CC(=O)NC1CCCC1)c1ccccc1F)Nc1nccs1	16%	32%	-15%	2%	7%	4%	i	-4	0%
CC(=O)NC(Cc1c[nH]c2ccccc12)C(=O)N1CCc2ccccc2C1 (stereo unspecified)	-9%	22%	10%	-1%	-10%	-9%	0%	6	0%
Cn1cnc(S(=O)(=O)N2CCCC(C(=O)Nc3cccc(C#N)c3)C2)c1 (stereo unspecified)	5%[59 µM]	53%[activator]	7%	-12%	-7%	1%	-9%	9	-1%
CC(=O)N[C@@H](Cc1c[nH]c2ccccc12)C(=O)OCC(=O)Nc1ccc2c(c1)OCO2	·	26%	6%	·	-30%	17%	0%	6	-10%
O=C(NCc1ccco1)/C(=C/c1ccccc1)NC(=O)c1ccco1	-6%[59 µM]	2%	0%	3%	-10%	-5%	0%	0	-11%
CC(C)(C)S(=O)N1Cc2cc(CO)cc(-c3ccccc3)c2[C@@H]1CCO (stereo partly specified)	·	59%[activator]	1%	·	-6%	8%	i	-5	?
CN(/N=C/c1ccc(C(C)(C)C)cc1)C1=NCCN1	-43%	18%	3%	-12%	1%	-4%	3%	-1	-1%
OC(CNC1CCCc2ccccc21)COc1c(Cl)cccc1Cl (stereo unspecified)	7.9µM*	7%	5%	40µM*	5.6µM*	7%	3%	-5	-10%
Cc1cc(Nc2ncc(Cl)cc2Cl)n(-c2ccccc2C)n1	-10%[59 µM]	32%[activator]	13%	32%	-2%	-6%	-5%	0	3%
Cc1ccc(OCc2nc(-c3ccc(C(=O)NCCc4ccc(S(N)(=O)=O)cc4)cc3)oc2C)cc1	7%[59 µM]	47%[activator]	0%	4%	1%	-3%	-1%	3	?
O=C(/C=C/Nc1ccccc1)c1ccc(Cl)cc1Cl	58%[activator]	157%[activator]	-1%	66%[activator]	43%[activator]	11%	-4%	-8	5%
Cc1[nH]c(=O)[nH]c(=O)c1S(=O)(=O)N(CC(C)C)CC(C)C	-25%	35%	-4%	9%	-3%	7%	-11%	-3	-5%
CC(=O)N1CCc2c(sc3c2c(=O)n(-c2ccccc2)c(=O)n3CC(=O)Nc2cccc(C)c2)C1	0%[59 µM]	18%	-13%	-1%	-19%	2%	-9%	-6	43%[activator]
Cc1noc(NS(=O)(=O)c2ccc(NC(=O)CSc3nc4c(cc3C#N)CCCCC4)cc2)c1C	79µM*	-8%	11%	-8%	-34%	-8%	-6%	1	-1%
Cc1oc(-c2ccccc2)nc1CS(=O)CC(=O)NC1CCCCCC1 (stereo unspecified)	·	59%[activator]	0%	-14%	-17%	-5%	8%	-21	-2%
Cc1ccccc1C(=O)N1CCC(C(=O)N(C)CC(=O)Nc2cccc(F)c2)CC1	33%	32%	6%	-2%	2%	-7%	12%	-15	-7%
Cc1ccc(/C=N/Nc2cn[nH]c(=O)n2)o1	25%	21%	4%	40µM*	?	1%	-16%	-27	-12%
COc1ccccc1NC(=O)CSc1nc2nccnc2c(=O)n1CCc1c[nH]c2ccccc12	1%[59 µM]	36%	1%	-5%	-15%	-3%	7%	-8	0%
COc1cc2c(c(OC)c1OC)C(c1ccccc1C)CC(=O)O2 (stereo unspecified)	?	39%	9%	·	-15%	-6%	i	-1	-2%
COc1ccc(N2CCN(C(=O)CCC(=O)N3CC(C)Oc4ccccc43)CC2)cc1 (stereo unspecified)	·	-3%	30%	?	-39%	-1%	i	6	0%
O=C(C1CCC(N2C(=O)C3CC=CCC3C2=O)CC1)N1CCCCC1 (stereo unspecified)	40%[12.7 µM]	7%	0%	-8%	-10%	5%	·	11	-1%
S=C(NCc1ccc(Cl)cc1)NC1CCN(Cc2ccccc2)CC1	?	25%	0%	-30%	-22%	-4%	i	8	0%
Cc1cc(Sc2nc(NC(C)(C)C)nc(N3CCOCC3)n2)nc(Cl)n1	13%	12%	4%	6%	-3%	12%	-12%	-2	-10%
CC1CCCN(c2c([N+](=O)[O-])c(=O)oc3ccccc23)C1 (stereo unspecified)	45µM*	27%	0%	8%	-8%	-26%	-1%	0	6%
CCOC(=O)N1CCN(S(=O)(=O)c2ccc(Br)cc2)CC1	16%	54%[activator]	-6%	-10%	6%	-1%	i	-3	1%
Cc1ccc(CSCc2ccc(C(=O)O)o2)cc1	-4%	32%	4%	-6%	-20%	15%	·	1	-2%
O=C(/C(=C/O)N=Nc1ccccc1)c1cccs1	35µM*	45µM*	9%	22µM*	-17%[11.4 µM]	-7%	-7%	3	1%

As a short view, part of the list above.
SMILES	G9a block	HP1b binding inh	GLS inhibitor	BAZ2B inh	JMJD2A Tudor	ERG-DNA inh	PGK inhibitor	PI4K2A block	Pin1 inh
Cc1ccc(CSCc2ccc(C(=O)O)o2)cc1	-4%	32%	4%	-6%	-20%	15%	·	1	-2%
O=C(/C(=C/O)N=Nc1ccccc1)c1cccs1	35µM*	45µM*	9%	22µM*	-17%[11.4 µM]	-7%	-7%	3	1%

High-throughput results as filed in PubChem.
